Diaphorase act: diaphorase activation or chemical reduction counter-screen; Diaphorase/resazurin coupled assay, resorufin fluorescence, 16 min; hits give high values; 1 = vehicle wells, 0 = NADH-free wells; activation factor at 20 µM; actives 0.005% (n = 190,000); AID 1229;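 active = diaphorase activity raised at least twofold by the compound at 20 µM; inactive = activation factor below 2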
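Test system: Clostridium kluyveri diaphorase, purified enzyme. Buffer or medium: 50 mM HEPES pH 7.4 buffer plus MgCl2 and Tween 20. Also added: 0.114 mM NADH and 0.1 mM resazurin, final amounts. Dosing: compound 20 µM once, DMSO 1%. Schedule: 16 min enzyme reaction, ambient temperature. Detection: fluorescence of resorufin, 544 nm excitation, 590 nm emission.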
NF-kB expr up: compounds increasing NF-kB expression in human neuronal cells; fold change at 12.5 µM; NF-kB reporter expression; hits give high values; actives 1.6% (n = 190,000); in the data active = fold change above about 3.3
FLuc act counter: affects firefly luciferase, flagging false hits in luciferase stimulation screens. ATPlite luciferase biochemical, luminescence, 10 min; 0 = ATP-free wells, 1 = DMSO control. activation factor at 10 µM. 200,000 tested, under 10 active;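 active = luciferase activation factor, scaled between plate controls, of at least 2 with compound at 10 µM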
Target sequence (P08659 whole entry, looked up): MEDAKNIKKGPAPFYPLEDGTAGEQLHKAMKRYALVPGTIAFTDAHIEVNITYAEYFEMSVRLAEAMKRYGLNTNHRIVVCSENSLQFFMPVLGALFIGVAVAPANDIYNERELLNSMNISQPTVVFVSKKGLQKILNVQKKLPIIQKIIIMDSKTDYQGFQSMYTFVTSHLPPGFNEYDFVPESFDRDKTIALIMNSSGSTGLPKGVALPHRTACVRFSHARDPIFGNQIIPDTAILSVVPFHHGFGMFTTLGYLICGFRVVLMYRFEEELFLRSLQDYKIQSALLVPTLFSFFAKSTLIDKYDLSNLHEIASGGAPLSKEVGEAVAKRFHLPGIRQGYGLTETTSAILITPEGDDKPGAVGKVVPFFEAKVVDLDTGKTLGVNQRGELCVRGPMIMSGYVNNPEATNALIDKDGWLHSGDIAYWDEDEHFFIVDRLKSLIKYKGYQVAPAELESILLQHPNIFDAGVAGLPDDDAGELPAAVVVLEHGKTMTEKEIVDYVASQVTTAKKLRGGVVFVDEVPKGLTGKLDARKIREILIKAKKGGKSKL
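Assay system: Luciferase/luciferin reagent mix; Medium: PBS as buffer for the ATP substrate; Dosing: test compounds dosed from 2 mM stocks in 100% DMSO; Times: 10 min, room temperature; Signal: luminescence from luciferase reaction; Read-out: luciferase activation; Controls: No-ATP low control, compound-free enzyme-plus-ATP high control.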
Diaph inh CS: inhibits diaphorase or chemically oxidizes, flagging diaphorase assay artifacts. actives 0.69% (n = 190,000). inhibition, % at 20 µM. AID 1217. diaphorase resazurin-to-resorufin fluorescence, NADH, 16 min; bacterial (C. kluyveri) enzyme, not human;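 active = primary screen inhibition at 20 µM above a set limit, cut at about 50% in these data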;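 also: plate controls were DMSO with full reaction for no effect and wells lacking NADH for full effect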
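Assay system – diaphorase enzyme from Clostridium kluyveri · Amount – diaphorase 0.14 U/mL (working solution) · Times – reaction incubation of 16 min at room temperature · Controls – No-NADH positive control and DMSO neutral control · Signal – resorufin fluorescence 544/590 nm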
G6PDH counter: inhibits Leuconostoc G6PDH, flagging false hits in G6PDH-based assays. Purified L. mesenteroides G6PDH, diaphorase/resazurin coupled fluorescence, 45 min. inhibition, % at 5 µM. actives 0.12% (n = 200,000). AID 1020; in the data active = inhibition above about 50%
STAT1 act: activators of IFN-gamma induced STAT1 signaling; NIH 3T3 STAT1-luciferase reporter, luminescence; 100% = IFN-gamma alone, no compound; activation (% of control), % at 5.5 µM; actives 2.6% (n = 200,000); AID 932;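 active = activation above the screen-wide mean activation plus 3 SD, cut at about 130% in these data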;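 also: raw ratio to IFN-gamma control signal so 100% means no change and 0% no light; values of inactives mirror those of a sister screen read the other way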
FLuc inhib CS: counter-screen for luciferase assay inhibitors: firefly luciferase inhibition | actives 1.5% (n = 200,000) | ATPLite firefly luciferase biochemical luminescence, 10 min | inhibition, % at 10 µM | P08659;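 active = inhibition above about 50% when tested at 10 µM, limit read from the data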
APP 5'UTR act: activates APP 5'UTR luciferase reporter; AID 1276; activation, % at 2 µM; actives 1% (n = 190,000); SH-SY5Y APP 5'UTR luciferase reporter, luminescence; zero percent = DMSO vehicle wells;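 active = activation above a set limit, based on mean plus 3 SD of controls, cut at about 140% in these data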; also: values of inactives mirror those of a sister screen read the other way
TLR4-MyD88 BLA: blocks binding of human TLR4 to MyD88 | inhibition, % at 8.4 µM | AID 861 | actives 0.18% (n = 200,000) | HeLa CL3-4 TLR4/MyD88 BLA complementation, FRET ratio | O00206+Q99836; in the data active = inhibition above about 25%;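 also: 0% = vehicle and 100% = reference inhibitor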
APP transl inh: APP translation inhibition; SH-SY5Y APP 5'UTR-luciferase reporter, luminescence; inhibition, % at 2 µM; actives 0.82% (n = 190,000); AID 1285;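 active = inhibition above a set limit, derived from the sample mean plus 3 SD, cut at about 45% in these data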; also: values of inactives mirror those of a sister screen read the other way
The depositor's hits bear a star; nt = no result given.

Below each compound: Diaphorase act, NF-kB expr up, FLuc act counter, Diaph inh CS, G6PDH counter, STAT1 act, FLuc inhib CS, APP 5'UTR act, TLR4-MyD88 BLA, APP transl inh
CCOC(=O)c1c(N)c(C#N)cn1-c1ccccc1
    0.9, 1, 1.1, 12, -11, 92, -5, 11, 4, -11
Cc1ccc(N/C=C2\C(=O)C3(C)CCC2C3(C)C)cc1C (centres undefined)
    1, 1.1, 1, 5, 11, 106, -4, 2, 4, -2
COCCN(C(=S)Nc1ccc(OC)cc1)C(C)c1cccs1 (centres undefined)
    0.8, 1.1, 1, 16, -9, 95, 1, 12, -4, -12
O=C1CC(c2ccccc2)CC(O)=C1C=NCCN1CCNCC1 (centres undefined)
    0.9, 1.1, 1.1, 14, 15, 103, -7, -7, -6, 7
Cc1c(-c2ccccc2)oc2c(C(=O)OCC(=O)Nc3ccc(C(N)=O)cc3)cccc2c1=O
    0.7, 0.49, 1, 25, 0, 91, -3, 6, -2, -6
CC(C)(C)c1cc(C(=O)NCCN2CCCC2)cc(C(C)(C)C)c1
    1, 1.2, 1.1, 3, 2, 100, -8, 10, 4, -10
Cc1cc(C)cc(Oc2ccc(N)cc2)c1
    0.9, 1.1, 1.1, 10, 8, 104, -6, -6, 1, 6
O=C(CCC(=O)OCc1cccc([N+](=O)[O-])c1)Nc1ccccc1Cl
    0.9, 0.77, 1.1, 10, 8, 98, -8, 3, -13, -3
CNS(=O)(=O)c1cccc(C(=O)OCc2cc(=O)n3cc(Br)ccc3n2)c1
    0.9, 0.73, 1, 12, 0, 97, 0, -10, -10, 10
Cc1sc2nc(C(C)C)oc(=O)c2c1C
    1, 1.2, 1.1, 4, 4, 102, -8, -1, -4, 1
Fc1ccc(-c2nc(-c3cccs3)[nH]c2-c2ccc(F)cc2)cc1
    0.9, 1.2, 1, 8, 9, 98, -4, -10, 5, 10
COc1ccc(S(=O)(=O)N2CCOCC2)cc1C(=O)Nc1nc2ccccc2s1
    0.8, 1.1, 1, 21, 1, 110, -3, 1, 5, -1
CC(Nc1nc(N2CCNCC2)nc2ccccc12)c1ccccc1 (centres undefined)
    1, 1.2, 1, -5, -5, 113, 0, 5, 18, -4
CCc1nnc(SCC(=O)NC2CCCCC2)nc1CC
    1, 1.1, 1, -3, 2, 94, -3, 5, -2, -5
Cc1cc(C)cc(NC(=O)CSCc2cnn(-c3ccccc3)c2-n2cccc2)c1
    1, 0.8, 1, 0, 6, 96, -3, -2, 3, 2
CCc1ccc2c(COC(=O)c3n[nH]c4ccccc34)cc(=O)oc2c1
    0.8, 1.7, 0.7, 18, 14, 113, 27, 57, -7, -58
COc1ccc(C(=O)Nc2sc(C(=O)N(C)C)c(C)c2C#N)cc1[N+](=O)[O-]
    0.9, 1.2, 1, 14, 3, 92, 0, 6, -12, -6
O=C(COC(=O)CCSc1ccccc1)Nc1cc(F)ccc1F
    0.8, 1.1, 1.1, 18, 7, 102, -6, 18, 5, -18
CCC1C(=O)N(c2nc(C)cc(C)n2)N=C1C (centres undefined)
    0.9, 1, 1.1, 11, 6, 101, -11, 9, 4, -9
Cc1nnc(N2CCOCC2)c2nn(-c3cccc(Cl)c3)c(C)c12
    1, 1.1, 1.1, -1, 11, 95, -7, 7, 11, -7

Filtered by structure, those above containing a Cl atom.
Below each compound: Diaphorase act, NF-kB expr up, FLuc act counter, Diaph inh CS, G6PDH counter, STAT1 act, FLuc inhib CS, APP 5'UTR act, TLR4-MyD88 BLA, APP transl inh
O=C(CCC(=O)OCc1cccc([N+](=O)[O-])c1)Nc1ccccc1Cl
    0.9, 0.77, 1.1, 10, 8, 98, -8, 3, -13, -3
Cc1nnc(N2CCOCC2)c2nn(-c3cccc(Cl)c3)c(C)c12
    1, 1.1, 1.1, -1, 11, 95, -7, 7, 11, -7

(continued)
Below each compound: Diaphorase act, NF-kB expr up, FLuc act counter, Diaph inh CS, G6PDH counter, STAT1 act, FLuc inhib CS, APP 5'UTR act, TLR4-MyD88 BLA, APP transl inh
CCOC(=O)COc1ccc2c(C#N)c3ccccn3c2c1
    0.5, 1, 1, 49, 44, 103, -3, 18, 15, -18
CCOc1ccccc1-c1nc(-c2ccc(NC(=O)c3ccc(Br)o3)cc2)no1
    0.8, 0.72, 1, 15, -47, 110, 2, 32, -2, -32
O=C(O)c1c[nH]c2ccc(S(=O)(=O)N3CCOCC3)cc12
    0.8, 0.99, 1, 18, 9, 94, -1, 3, -3, -3
Cc1ccc(S(=O)(=O)n2nc(OC(=O)c3ccco3)cc2N)cc1
    nt, 1, nt, nt, nt, 105, nt, 6, 1, -6
CCC(CC)C(=O)NCCc1cc2c(C)ccc(C)c2[nH]c1=O
    0.9, 0.92, 1, 10, 8, 106, -4, 6, 7, -6
O=C(CCC1CCCN(C(=O)Cn2cnnn2)C1)NCc1ccc(F)c(F)c1 (centres undefined)
    0.8, 1.1, 1.1, 18, 1, 103, -10, 16, 6, -16
CC1CN(C(=O)N2CCOCC2)CCN1C(=O)N1CCOCC1 (centres undefined)
    nt, 1.2, 1, nt, 11, 107, -5, -3, -8, 3
CS/C(=N\NC(N)=O)c1ccccc1
    1, 1.2, 1.1, 1, 1, 93, -9, 17, 9, -17
C/C(=N\Nc1ccc(S(=O)(=O)N2CCOCC2)cc1[N+](=O)[O-])C(C)C
    1, 1.2, 1, 4, -1, 102, -4, 11, 4, -11
COc1ccc(C(=O)Nc2cc(C)on2)cc1[N+](=O)[O-]
    1.1, 1.3, 1, -8, 1, 106, 1, 16, 4, -16
Cc1cccc(Oc2ccc(S(=O)(=O)N3CCCCC3)cc2N)c1
    0.8, 1, 1.1, 23, 1, 96, -6, 22, -2, -22
CCCn1c(C)cc(C(=O)COC(=O)CN=C2NS(=O)(=O)c3ccccc32)c1C
    1, 1, 0.8, 4, -2, 96, 16, 6, -5, -6
CCO/N=C(\C)c1c(O)c(CC)c(-c2ccccc2)n(-c2ccccc2)c1=O
    0.8, 1, 1, 18, 6, 99, -5, 0, -3, 0
Cc1ccc(NC(=O)c2ccccc2CCc2ccccc2)c(C)c1
    0.9, 1.1, 1.1, 14, 10, 98, -6, -7, 17, 7
Cc1ccc(NC(=O)Nc2cnc3ccccc3c2)cc1
    1, 3, 0.9, 4, -2, 181*, 9, 198*, -10, -198
O=C(NCc1cccnc1)c1ccccn1
    1, 1.1, 1, 3, -4, 100, -2, 16, 0, -16
Cc1ccc(N2C(=O)CC(c3ccsc3)C3=C2CC(C)(C)CC3=O)cc1 (centres undefined)
    1, 0.94, 1.1, 4, 0, 103, -12, 14, -3, -14
O=C(C[n+]1cc(-c2ccc(F)cc2)n2c1CCC2)OCc1ccccc1
    1, 1.3, 1, 4, 0, 95, -5, 7, 4, -7
COc1cc(C)ccc1OCCCOc1cc(C)ccc1Cl
    nt, nt, nt, nt, nt, 108, nt, -1, -1, 1
Cc1ccc(CNC(=O)COC(=O)CSc2ccc(Br)cc2C)cc1
    0.8, 0.91, 1, 22, 15, 99, 2, 2, -4, -2

Single records (already shown). Order of screens: Diaphorase act | NF-kB expr up | FLuc act counter | Diaph inh CS | G6PDH counter | STAT1 act | FLuc inhib CS | APP 5'UTR act | TLR4-MyD88 BLA | APP transl inh
`CCO/N=C(\C)c1c(O)c(CC)c(-c2ccccc2)n(-c2ccccc2)c1=O` reads 0.8 | 1 | 1 | 18 | 6 | 99 | -5 | 0 | -3 | 0
`Cc1ccc(NC(=O)c2ccccc2CCc2ccccc2)c(C)c1` reads 0.9 | 1.1 | 1.1 | 14 | 10 | 98 | -6 | -7 | 17 | 7
`Cc1cccc(Oc2ccc(S(=O)(=O)N3CCCCC3)cc2N)c1` reads 0.8 | 1 | 1.1 | 23 | 1 | 96 | -6 | 22 | -2 | -22

Additional entries follow:
Below each compound: Diaphorase act, NF-kB expr up, FLuc act counter, Diaph inh CS, G6PDH counter, STAT1 act, FLuc inhib CS, APP 5'UTR act, TLR4-MyD88 BLA, APP transl inh
CCn1c(SCC(=O)N/N=C/c2c[nH]c3ccccc23)nnc1-c1ccc(Cl)cc1
    0.8, 1.1, 1, 19, -4, 98, -3, 9, -3, -9
COc1ccc(C(F)(F)F)cc1N/C=C\c1nnnn1-c1ccc(C)cc1
    0.8, 1.1, 1.1, 19, 3, 98, -8, -4, 4, 4
O=S(=O)(c1ccc(Br)cc1)N1CCCN(Cc2ccccc2F)CC1
    0.9, 1.2, 1.1, 14, 7, 95, -5, 18, 1, -18
CCNS(=O)(=O)c1ccc(C)c(-n2cnnn2)c1C
    1.1, 1, 1.1, -14, 4, 98, -7, -19, 17, 19
O=C(CNC(=S)N(Cc1ccccc1)Cc1ccccc1F)NCc1ccc(Cl)cc1
    0.9, 0.74, 1, 13, -3, 94, -3, -5, 10, 5
Cc1ccc(NC2=NC3(CCCCC3)N=C(N)N2)c(C)c1
    1, 0.99, 1.1, 2, -12, 101, -7, 14, 0, -14
CC(C)CCN1CC(C(=O)NCc2ccccc2)CC1=O (centres undefined)
    0.9, 1.3, 1, 14, 10, 99, 0, 4, -5, -4
O=C(COC(=O)Cn1cnc2ccccc21)Nc1cccc([N+](=O)[O-])c1
    1, 1, 1, 4, 1, 107, -5, 1, -20, -1
CCCCCCSc1nsc(NC(=O)CCC)n1
    1, 1.7, 1, -2, 12, 104, -3, 16, -8, -16
CCOc1ccc(CC(=O)N2CCN(c3ccc(N4CCOCC4)nn3)CC2)cc1OCC
    0.9, 1.1, 1, 5, -14, 103, 4, 27, -3, -27
Cc1ncoc1C(=O)N1CCc2c([nH]c3ccccc23)C1c1ccccc1F (centres undefined)
    0.9, 1.3, 1.1, 14, 4, 91, -6, -8, -7, 8
O=C(c1scc2c1CCCC2)N1CCOCC1
    0.8, 1, 1.1, 22, 6, 101, -6, 10, 14, -10

As entered above.
Result of CCO/N=C(\C)c1c(O)c(CC)c(-c2ccccc2)n(-c2ccccc2)c1=O under NF-kB expr up: 1
Result of Cc1ccc(NC2=NC3(CCCCC3)N=C(N)N2)c(C)c1 under STAT1 act: 101
